Source: PubChem BioAssay
SR-BI HDL uptake: inhibitors of mouse SR-BI mediated HDL lipid uptake. ldlA[mSR-BI] CHO cells, DiI-HDL uptake fluorescence, 3 h. inhibition, % at 12.5 µM. 0.96% of 320,000 active. AID 488896;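 active means mean replicate inhibition of at least 70% and a set share of replicates each scoring 70 or more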;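 further: 0% = median of neutral control wells and 100% = median of positive control wells; values of inactives mirror those of a sister screen read the other way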
Target sequence (Q61009 whole entry, looked up): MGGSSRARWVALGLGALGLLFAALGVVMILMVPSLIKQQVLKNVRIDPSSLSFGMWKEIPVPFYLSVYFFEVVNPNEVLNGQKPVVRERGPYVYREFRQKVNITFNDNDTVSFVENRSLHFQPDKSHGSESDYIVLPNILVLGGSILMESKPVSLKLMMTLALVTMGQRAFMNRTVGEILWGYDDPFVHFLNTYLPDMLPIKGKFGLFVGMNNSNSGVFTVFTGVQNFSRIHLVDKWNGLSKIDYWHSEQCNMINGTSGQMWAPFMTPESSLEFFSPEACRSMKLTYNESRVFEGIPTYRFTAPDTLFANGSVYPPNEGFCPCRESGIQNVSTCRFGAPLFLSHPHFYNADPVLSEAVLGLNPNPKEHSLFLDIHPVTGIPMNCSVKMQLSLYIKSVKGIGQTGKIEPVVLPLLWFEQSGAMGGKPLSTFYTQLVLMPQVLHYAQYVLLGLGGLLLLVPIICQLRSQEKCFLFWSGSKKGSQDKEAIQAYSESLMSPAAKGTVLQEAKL
Keap1-Nrf2 PPI: disrupts human Keap1 binding to Nrf2 peptide; Keap1 Kelch-Nrf2 peptide fluorescence polarization, 1536-well; inhibition, % at 9.4 µM; 0.15% of 340,000 active; in the data active means inhibition above about 12%;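 further: human Keap1 Kelch domain with fluorescein labeled Nrf2 9mer peptide probe; 0% = neutral control wells and 100% = peptide positive control; higher means more block of Keap1 binding to Nrf2 peptide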
LANA DNA inh: blocks KSHV LANA C-terminal domain binding to DNA; MBP-C-LANA/FAM-LBS DNA binding, fluorescence polarization; inhibition, % at 9 µM; 0.078% of 340,000 active; AID 504423;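 active means highest replicate inhibition at or above 60% at 9 µM, even if other replicates fall short; inactive means all replicates below 60% inhibition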;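 further: 0% = neutral control wells and 100% = 4 µM acridine orange control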
SR-BI DiI-HDL act: SR-BI HDL lipid transfer activation | CHO ldlA[mSR-BI] cells, DiI-HDL uptake fluorescence, 3 h; 100 = double the neutral-control signal | activation, % at 12.5 µM | 0.096% of 320,000 active | AID 504775;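 active means mean replicate activation of at least 60% and every replicate at or above 60%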;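 further: 0% = median plate neutral-control signal and 100% = twice that signal; values of inactives mirror those of a sister screen read the other way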
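System: CHO ldlA[mSR-BI] cells / Medium: HEPES-buffered (25 mM, pH 7.4) F12 plus 0.5% BSA / Probe or stimulus: labelled HDL, 10 µg/mL / Doses: single compound concentration, delivered by pin transfer / Schedule: 3 h, 37 °C / Measured by: DiI fluorescence, bottom read / Measure: cell-associated DiI fluorescence as measure of HDL uptake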
DAGLB inh: diacylglycerol lipase beta (human) inhibition. Q8NCG7. HEK293T DAGLB membrane lysate, EnzChek fluorogenic substrate. inhibition, % at 5.17 µM. 0.059% of 340,000 active; in the data active means inhibition above about 34%;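 further: 0% = enzyme with vehicle and 100% = wells lacking enzyme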
PvdQ inh: blocks Pseudomonas aeruginosa PvdQ acylase activity; inhibition, % at 10 µM; AID 488965; 0.063% of 340,000 active; purified PvdQ acylase, fluorescence plate reader; in the data active means inhibition above about 30%, passing the limit was not always enough;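 further: 0% = vehicle neutral wells and 100% = reference inhibitor wells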
PKA-R2B activ: activates the human PKA-R2B holoenzyme complex | 0.079% of 340,000 active | AID 504700 | activation, % at 11.4 µM | P22694+P31323 | PKA-R2B holoenzyme dissociation, Cy5-IP20 fluorescence polarization; R2B truncated from residue 108, S112A mutant; 0% DMSO only, 100% 113 µM cGMP;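 active means activation above a cutoff set at the mean over all compounds plus 3 SD, cut at about 18% in these data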;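 further: higher means more holoenzyme dissociation and a rise in polarization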
Target sequence (P31323 whole entry, looked up, other chains not shown, the tested form may be a part): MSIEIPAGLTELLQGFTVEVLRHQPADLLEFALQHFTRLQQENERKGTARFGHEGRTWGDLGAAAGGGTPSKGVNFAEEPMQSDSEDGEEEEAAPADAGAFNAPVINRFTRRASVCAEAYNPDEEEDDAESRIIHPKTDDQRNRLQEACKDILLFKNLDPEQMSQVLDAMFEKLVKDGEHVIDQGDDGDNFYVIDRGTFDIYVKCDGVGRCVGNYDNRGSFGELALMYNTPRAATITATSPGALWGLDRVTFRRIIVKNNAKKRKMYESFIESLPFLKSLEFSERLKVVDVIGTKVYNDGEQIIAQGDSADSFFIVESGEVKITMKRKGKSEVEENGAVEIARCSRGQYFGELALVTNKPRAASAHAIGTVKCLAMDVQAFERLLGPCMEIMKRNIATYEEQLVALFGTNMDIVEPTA
RTF Ca sens inh: cardiac RTF calcium desensitization | AID 493244 | 0.12% of 340,000 active | P19429+P45379 | inhibition, % at 7.15 µM | IANBD-labeled cardiac RTF, Ca2+ fluorescence;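 active means inhibition above the mean inhibition of all tested compounds plus 3 SD, cut at about 17% in these data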;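 further: assay run at fixed EC70 calcium of 1.6 mM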
NSD2 HMT inh: NSD2 (human) methyltransferase inhibition; NSD2 peptide methylation, AlphaScreen, 120 min; 0.54% of 310,000 active; inhibition, % at 12.5 µM; O96028; in the data active means inhibition above about 50%
Arr AP2 block: human beta-arrestin and AP2 interaction inhibition | inhibition, % at 10 µM | FITC-arrestin peptide / GST-AP2 beads, flow cytometry; AP2 beta2 appendage carries R879A mutation | AID 504490 | 0.31% of 340,000 active;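 active means inhibition above a set limit, near 3 SD of compounds lacking own fluorescence, cut at about 54% in these data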;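 further: plate controls were DMSO wells for no effect and 5 µM unlabelled arrestin peptide for full effect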
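system = GST-tagged AP2 beta2-adaptin appendage (R879A) on 4 µm glutathione beads | reagent = FITC-labelled arrestin peptide probe, 50 nM final | schedule = compound with beads 12 min RT, then probe 1 h RT | signal = HyperCyt-sampled flow cytometry, FL1 channel, ex 488/em 535 nm | read-out = percent response from loss of bead-bound FITC fluorescence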
Starred values were filed as active, the others as inactive; . = not tested or not shown.

SMILES	SR-BI HDL uptake	Keap1-Nrf2 PPI	LANA DNA inh	SR-BI DiI-HDL act	DAGLB inh	PvdQ inh	PKA-R2B activ	RTF Ca sens inh	NSD2 HMT inh	Arr AP2 block
CC[C@@H](C(=O)[C@@H](C)[C@@H](O)[C@H](C)CCc1ccc(C)c(O)c1C(=O)O)[C@H]1O[C@](CC)([C@H]2CC[C@](O)(CC)[C@H](C)O2)C[C@@H]1C	49	-3	3.3	-49	34	-11	15	-5	.	9
CCc1noc(C)c1C(=O)Nc1ncc(C)s1	-20	-6	-0.6	20	4	-8	-5	-7	-3	5
CCN1CCN(Cc2cc(=O)oc3ccc(C)cc23)CC1	-9	1	1.2	9	-2	10	-1	-12	5	1
COc1ccc(NC2=Nc3ccccc3N[C@@]23C[C@H]2CCCC(=O)N4CC[C@@H](C3)[C@@H]24)cc1	-30	-1	0.8	30	0	-12	-2	-2	.	3
COc1ccc(NC(=S)N2CCC(C(=O)c3ccc(Cl)cc3)CC2)cc1	-4	7	-0.9	4	1	-19	-4	0	-2	7
CC(C)OC(=O)CC1C(=O)NCCN1C(=S)NC(=O)c1ccccc1Cl (configuration not stated)	-7	-4	-0.8	9	-1	-1	-11	-11	1	-14
COc1ccc(NS(=O)(=O)c2cccc(C(=O)NN=Cc3cc(Br)c(O)c(Br)c3)c2)cc1	5	-3	0.5	-5	22	-1	-2	7	-2	-9
COc1ccc(Nc2nc(C)cc(C)c2C#N)cc1OC	32	-5	-2.7	-32	2	-16	0	-2	.	5
COc1ccc(C)cc1N(C(=O)c1ccccc1F)c1nc2ccccc2s1	15	1	-1.2	-15	-4	-11	0	1	20	-3
COc1ccc(C(=O)/C=C2/C(=O)Nc3ccccc32)cc1OC	16	-15	-1.6	-16	1	1	-6	-1	-2	5
NC(=O)C(=O)NN=C1C2CC3CC(C2)CC1C3	-3	2	-2.0	3	-1	3	-1	1	-5	37
CC(c1cccnc1)N(CCN(C)C)C(=O)Nc1ccc(Cl)c(Cl)c1 (configuration not stated)	9	-2	2.5	-9	1	-4	4	-4	.	24
CCOc1ccc(NC(=O)c2ccc3c(c2)C(=O)N(Cc2ccncc2)C3=O)cc1	7	-4	0.1	-7	3	-20	-5	-2	0	7
Clc1ccccc1-c1nnc2sc(-c3ccc(Br)o3)nn12	5	1	2.3	-5	-6	5	1	0	-4	22
CCCn1c(C(CO)Nc2nc(-c3cccc(Br)c3)cs2)nc2ccccc21 (configuration not stated)	16	-7	1.8	-16	0	-10	-4	0	.	-4
CC(OC(=O)c1cccc(-n2cnnn2)c1)C(=O)Nc1ccccc1F (configuration not stated)	10	-2	-0.3	-10	0	10	2	12	0	15
O=C(CN1CCC(NC(=O)c2cccc(F)c2)CC1)NCc1ccccc1F	-2	-3	-0.3	2	2	-20	-15	2	10	2
CC(=O)c1c(C)[nH]c(C(=O)COc2ccc3c(C)cc(=O)oc3c2)c1C	27	-3	1.2	-27	-2	-10	0	-6	12	-19
O=C(COc1ccc(Br)cc1)NNC(=O)c1ccc(-n2cncn2)c([N+](=O)[O-])c1	36	-3	-2.0	-36	3	-5	2	-4	0	-2
O=C(CSc1nnc(Cn2c(=O)sc3ccccc32)n1CCc1ccccc1)N1CCCC1	-7	-2	0.0	7	2	-6	4	1	.	6
Cc1ccc(SCCC(=O)Nc2cccc(N(C)S(C)(=O)=O)c2)cc1	-18	2	-0.7	18	-2	12	0	-1	-3	33
O=S(=O)(NCc1ccco1)c1ccc2ccccc2c1	-5	-1	0.4	5	-2	23	-1	3	2	19
COc1cccc(-n2nnc3c(=O)n(CC(=O)N4CCCc5ccccc54)cnc32)c1	42	5	-1.9	-42	-1	-7	-13	-9	1	6
CCCCCCOC(=O)c1ccc(OC(=O)c2cccnc2)cc1	-3	-3	-0.2	3	-9	-7	-16	0	0	5
COc1cc(NC(=O)CCS(=O)(=O)c2ccc3c(c2)n(C)c(=O)c(=O)n3C)cc(OC)c1	-10	-6	-0.6	10	-2	-15	4	-4	.	1
O=C(O/N=C\c1ccc(N2CCOCC2)c([N+](=O)[O-])c1)c1ccc(F)cc1	-4	-3	-0.9	4	1	-5	6	-2	1	18
O=C(COC(=O)c1ccc(NS(=O)(=O)c2cccs2)cc1)Nc1nc2c(F)c(F)c(F)cc2s1	22	-4	0.9	-22	7	-16	-13	-1	.	-18
CCN(CCNC(=O)Nc1ccc(Cl)cc1)c1ccccc1	41	-5	3.2	-41	-8	-12	1	-3	0	1
Clc1cccc(COn2c(-c3ccc(Cl)cc3Cl)nc3ncccc32)c1	39	-6	0.1	-39	1	-12	11	-8	-1	-2
O=C(COC(=O)Cc1ccc(Cl)cc1Cl)NCCC1=CCCCC1	-15	-4	-0.9	15	-15	1	0	0	-1	8
Cc1c(Cl)cnc(NC(=O)CSc2n[nH]c(N)n2)c1Cl	-15	-3	0.7	15	3	-22	-8	-8	45	-3
Cc1cc(C)c(CN2CCC(n3nccc3NC(=O)C3CCCC3)CC2)cc1C	7	-6	-0.5	-7	1	-9	6	-9	6	2
Cc1ccc(NC(=O)Nc2ccc(F)cc2)nc1	-4	-1	0.9	4	2	-15	0	-4	.	-1
O=C(NCCOc1ccc(F)cc1)C1CCC(=O)N(CCCN2CCOCC2)C1 (configuration not stated)	-1	1	-1.6	1	-2	-14	9	-9	-3	-9
COc1ccc(CN(Cc2cccnc2)C(=S)NCCc2ccccc2)cc1OC	11	-2	-3.1	-11	0	-20	1	-5	.	3
Cc1ccc(Cn2c(SCc3cccnc3)nc3c2c(=O)n(C)c(=O)n3C)cc1	-3	4	0.2	3	3	-2	4	-4	-1	-6
CC(C)(C)S(=O)N1Cc2cc(=O)n(Cc3ccccc3)cc2[C@@H]1CCO (some centres not stated)	-5	-2	-0.6	5	-3	-11	-10	-9	.	10
O=C(Nc1ccc(C(=O)N2CCCCC2)cc1)C1CC1	-14	4	0.6	14	-2	-14	1	1	.	-15
COc1cc(/C=C/C(=O)OCC(=O)c2c[nH]c3ccccc23)ccc1OC(F)F	17	-3	0.3	-17	-7	-12	-11	-2	-3	-2
CCCNC(=O)/C(C#N)=C1\N=C(NC(=O)c2ccco2)c2ccccc21	-12	-4	0.4	12	3	-1	-7	-4	5	-11
COc1cnn(-c2ccc(C)cc2)c(=O)c1SCc1ccccc1	.	0	2.1	.	-3	-11	-3	2	0	4
COc1ccc(Br)cc1C(=O)CCC(=O)OCC(=O)Nc1cc(C(N)=O)cc(C(N)=O)c1	-34	-6	-0.3	34	3	-6	6	-10	-2	26
COc1ccc(CCN2C(=O)CC(C(N)=O)SC2=Nc2ccccc2)cc1OC (configuration not stated)	-45	1	-1.1	45	-1	-6	-3	-3	2	4
Cn1c(-c2ccc(F)cc2)cnc1NCc1ccc(F)cc1F	-5	1	0.1	5	-1	1	-6	-2	-2	29
COc1cc(SC)ccc1C(=O)OCC(=O)NCC(C)C	22	-4	-1.3	-22	3	-9	3	-5	-2	14
Cc1noc(C)c1C(=O)OC(C)C(=O)Nc1ccc(S(=O)(=O)NC(C)C)cc1 (configuration not stated)	5	-3	-0.8	-5	-1	-10	9	-13	6	3
CCc1nnc(NC(=O)CSc2nc(SC)ns2)s1	8	-4	-0.4	-8	0	-6	-10	4	-2	8
COc1ccccc1NC(=S)N1CC(C)OC(C)C1 (configuration not stated)	-10	-5	-1.1	10	-3	7	-6	3	0	11
Cc1cc(NC(=O)CSc2nnc(C)n2-c2ccccc2)no1	-15	-6	0.3	15	1	-20	-7	1	0	3
Cc1ccc(-n2cc3ccc([N+](=O)[O-])cc3n2)cc1	7	-6	-1.3	-7	-8	-6	2	-15	.	2
O=C(c1ccc(S(=O)(=O)NCc2ccco2)cc1)N1CCN(Cc2ccccc2)CC1	65	-3	-1.0	-65	-2	7	6	-7	-1	59*
NNC(=O)c1csc(-c2cccc(C(F)(F)F)c2)n1	-4	-1	-0.8	4	-2	-11	-4	-3	0	27
Cc1nn(C)c(C(=O)NNC(=S)Nc2ccc(F)cc2)c1[N+](=O)[O-]	-8	-1	-1.5	8	4	-5	-5	-10	-4	6
CCN1C(=O)c2ccc(C(=O)Nc3ncc(C)s3)cc2C1=O	32	1	0.7	-32	2	-19	1	-6	-5	1
CC(C)C(=O)NC(NC(=O)C(C)C)c1ccc([N+](=O)[O-])cc1	16	0	1.3	-16	0	5	-1	0	5	-1
CSCCC(NC(=O)c1ccc(=O)n(C)n1)c1nc2ccccc2[nH]1 (configuration not stated)	19	-1	-1.6	-19	3	-4	0	3	.	14
COCCN(C(=O)COC(=O)/C=C/c1ccc(Cl)c(Cl)c1)c1c(N)n(Cc2ccccc2)c(=O)[nH]c1=O	-2	-1	-1.0	2	2	-9	-9	-9	1	6
O=C(NCc1cccnc1)C1CCN(S(=O)(=O)c2cc(Cl)ccc2Cl)CC1	2	1	2.1	-2	-3	7	-4	15	6	24
Cc1cccc(NC(=O)Cn2nnc(C(=O)NCc3ccco3)c2N)c1	-3	-5	1.2	3	-3	3	-7	3	1	21
CC(c1cccnc1)N(C(=O)Nc1ccccc1)C1CCCCC1 (configuration not stated)	.	-3	1.9	.	-3	-14	-10	-2	.	-2

Retrieved one by one from the list above:
SMILES	SR-BI HDL uptake	Keap1-Nrf2 PPI	LANA DNA inh	SR-BI DiI-HDL act	DAGLB inh	PvdQ inh	PKA-R2B activ	RTF Ca sens inh	NSD2 HMT inh	Arr AP2 block
CC(c1cccnc1)N(C(=O)Nc1ccccc1)C1CCCCC1 (configuration not stated)	.	-3	1.9	.	-3	-14	-10	-2	.	-2
O=C(NCc1cccnc1)C1CCN(S(=O)(=O)c2cc(Cl)ccc2Cl)CC1	2	1	2.1	-2	-3	7	-4	15	6	24

Other entries:
SMILES	SR-BI HDL uptake	Keap1-Nrf2 PPI	LANA DNA inh	SR-BI DiI-HDL act	DAGLB inh	PvdQ inh	PKA-R2B activ	RTF Ca sens inh	NSD2 HMT inh	Arr AP2 block
COc1ccc(Br)cc1C(=O)N/N=C/c1ccc2c(c1)n(C)c(=O)n2C	23	2	0.2	-23	0	2	-4	1	-1	4
CCN(CC)S(=O)(=O)c1ccc(OC)c(NC(=O)CSc2cc(Cl)ccc2Cl)c1	20	-3	1.8	-20	-5	-10	-7	-2	-1	-8
COc1ccccc1C(=O)NCCNc1nc2cc(C)cc(C)c2cc1C#N	110*	-6	0.6	-110	1	-15	7	-5	-5	4
O=C(c1cc2cc(Br)ccc2oc1=O)N1CCCC1	-34	-1	1.7	34	2	-1	1	-5	-1	9
CCn1ncc(Br)c1C(=O)Nc1ccc2c(c1)OCCO2	4	-1	1.2	-4	2	4	-6	-2	2	35
CCCCn1nc2cc(C(=O)NCc3ccccc3OC)ccc2c1OCC	49	1	2.6	-49	-2	0	-19	-8	.	36
CCOC(=O)/C(=C/Nc1ccc(F)c(F)c1)[N+](=O)[O-]	-2	-8	-0.6	2	-7	-3	-3	-6	.	-5
